# Screening results from PubChem BioAssay.
# CAL PDZ FP-1 – CAL PDZ peptide-binding inhibitors, primary screen, biochemical, fluorescence polarization, Cer-tagged CAL PDZ, HTS; Golgi-associated PDZ and coiled-coil motif-containing protein (Homo sapiens), Q9HD26; purified CAL PDZ, TMR-peptide fluorescence polarization, 1 h; inhibition, % at 20 µM; actives 0.02% (n = 330,000); AID 504414, 2011;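 active means highest replicate inhibition of at least 40%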;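 further: plate controls were DMSO neutral control wells for no effect and unlabeled competitor peptide control wells for full effect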
#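 material = purified tagged CAL PDZ domain construct (CerCALP) | compound dosing = 20 µM, one dose | times = 1 h at RT | measured by = fluorescence polarization from S- and P-plane intensities, G-factor corrected | read-out = inhibition from polarization loss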
# SR-BI uptake up – activators of SR-BI mediated DiI-HDL uptake, primary screen, ldlA[mSR-BI] CHO cells, DiI fluorescence | 3 h; 100 = double the neutral-control signal | activation, % at 12.5 µM | actives 0.096% (n = 320,000);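 active means mean replicate activation of at least 60% and every replicate at or above 60%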;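 further: 0% = median plate neutral-control signal and 100% = twice that signal; values of inactives mirror those of a sister screen read the other way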
#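 Test system: SR-BI-overexpressing, LDLR-lacking CHO cells. Measured by: DiI fluorescence, bottom read. Medium: Ham's F12 with 0.5% BSA, HEPES 25 mM, pH 7.4. Timing: 3 h uptake period with compound, 37 °C.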
# phage Ecoli inh – growth loss of phage-infected E. coli, primary screen, RecBCD inhibitor project, absorbance, with phage, HTS; inhibition, % at 11.9 µM; actives 0.26% (n = 360,000); AID 651602, 2012; in the data active means inhibition above about 11%
# AddAB inh – growth inhibition of E. coli expressing H. pylori AddAB, primary screen, AddAB inhibitor project, absorbance; inhibition, % at 11.9 µM; actives 0.29% (n = 330,000); in the data active means inhibition above about 12%;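 further: 0% = vehicle wells of infected cells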
# MITF TRPM1 HTS – activators of MITF-driven TRPM1 promoter reporter, primary screen, cell-based, SK-MEL-5, luciferase, single point | SK-MEL-5 TRPM1-promoter luciferase, 24 h; % of positive control, neutral wells = 0 | activation, % at 12.5 µM | actives 0.75% (n = 300,000) | AID 588334, 2011;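 active means mean activation of at least 80% with every replicate also reaching 80%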;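 further: 0% = neutral control wells and 100% = parthenolide positive control wells; values of inactives mirror those of a sister screen read the other way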
# E coli growth – E. coli V3065 growth inhibition, primary screen, counter-screen for AddAB inhibitor project, absorbance, OD600; actives 0.27% (n = 330,000); inhibition, % at 11.9 µM; 18 h; AID 449728, 2010;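 active means inhibition above the campaign's mean inhibition across all tested compounds plus 3 SD, cut at about 9.9% in these data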;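 further: uninfected addAB+ strain grown without phage in ampicillin broth; 0% = DMSO wells and 100% = ciprofloxacin 0.95 µg/ml wells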
# SR-BI DiI inh – inhibitors of SR-BI mediated HDL lipid uptake, primary screen, ldlA[mSR-BI] cells, fluorescence, single point | Scavenger receptor class B member 1 (Mus musculus), Q61009 | ldlA[mSR-BI] CHO cells, DiI-HDL uptake fluorescence, 3 h | inhibition, % at 12.5 µM | actives 0.96% (n = 320,000) | AID 488896, 2010;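 active means mean replicate inhibition of at least 70% and a set share of replicates each scoring 70 or more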;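 further: 0% = median of neutral control wells and 100% = median of positive control wells; values of inactives mirror those of a sister screen read the other way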
# Target sequence (Q61009 whole entry, looked up): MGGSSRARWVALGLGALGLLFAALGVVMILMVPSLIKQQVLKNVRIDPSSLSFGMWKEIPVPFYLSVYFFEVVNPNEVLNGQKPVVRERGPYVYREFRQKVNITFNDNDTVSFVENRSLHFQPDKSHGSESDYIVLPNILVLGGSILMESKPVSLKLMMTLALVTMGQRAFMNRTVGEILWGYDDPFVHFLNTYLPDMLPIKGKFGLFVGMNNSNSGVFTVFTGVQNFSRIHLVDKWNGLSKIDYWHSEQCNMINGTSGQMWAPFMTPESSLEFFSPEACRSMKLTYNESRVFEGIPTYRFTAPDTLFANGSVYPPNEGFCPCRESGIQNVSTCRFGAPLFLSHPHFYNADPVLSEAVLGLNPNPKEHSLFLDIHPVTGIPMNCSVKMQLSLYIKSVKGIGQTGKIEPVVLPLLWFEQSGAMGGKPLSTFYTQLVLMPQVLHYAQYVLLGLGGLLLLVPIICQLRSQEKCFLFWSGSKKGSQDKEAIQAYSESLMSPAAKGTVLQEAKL
# Tat transport – E. coli Tat export inhibitors, primary screen, MC4100, TorA-mCherry reporter, fluorescence, single point; inhibition, % at 10 µM; actives 0.036% (n = 340,000);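 active means mean replicate inhibition at least 50% and at least half of replicates individually reaching 50%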;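 further: exported cargo escapes ClpAP degradation while cytoplasmic cargo is degraded and loses fluorescence; 0% = median of neutral control wells and 100% = median of NaSCN control wells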
# Wnt act – Wnt/beta-catenin pathway activators, primary screen, cell-based, plate reader, single point; actives 1.2% (n = 300,000); AID 743398, 2014; Wnt/beta-catenin reporter cell assay, activator; activation, % at 9.35 µM; in the data active means activation above about 30%, passing the limit was not always enough;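 further: 0% = neutral control wells and 100% = positive control wells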
# CAL PDZ FP-2 – untagged CAL PDZ binding inhibitors, primary screen, biochemical, fluorescence polarization, HTS; Golgi-associated PDZ and coiled-coil motif-containing protein (Homo sapiens), Q9HD26; purified CAL PDZ, TMR-peptide fluorescence polarization, 1 h; AID 602252, 2012; inhibition, % at 24.9 µM; actives 0.92% (n = 300,000);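 active means mean inhibition of at least 30% with at least half of replicates also reaching 30%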;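 further: 0% = DMSO neutral control and 100% = excess unlabeled competitor peptide PRC23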
# * marks the source's active call; other numbers are inactive results; · = not tested or not shown.
canonical_smiles	CAL PDZ FP-1	SR-BI uptake up	phage Ecoli inh	AddAB inh	MITF TRPM1 HTS	E coli growth	SR-BI DiI inh	Tat transport	Wnt act	CAL PDZ FP-2
CNCc1cn2cc(Cl)ccc2n1	-0.5	28	0.1	0.8	8	-0.7	-28	-4	-10	0
Cc1nc(NCCOc2ccccc2)sc1C(=O)Nc1ccccc1	-0.3	-42	0.3	-0.4	·	-3.3	42	-3	0	-3
O=C(CCc1ccccc1)Nc1ccc(N2CCOCC2)cc1	-2.9	-17	1.2	2.3	8	2.2	17	5	·	-1
CCCCN(C)CCNC(=O)c1ccc(Cn2c(=S)[nH]c3ccc(Br)cc3c2=O)cc1	-3.7	-17	3.1	2.9	28	-1.5	17	-5	0	-4
COc1cc(NS(=O)(=O)c2ccc(NC(=S)NC(=O)/C=C/c3ccc(F)cc3)cc2)ncn1	-0.3	·	-2.8	-1.4	-4	0.9	·	-2	41*	0
COC(=O)c1ccc(NC(=S)Nc2ccccc2)cc1	-2.9	-8	2.1	0.3	17	1.9	8	2	12	-4
OC(c1ccccc1)C(O)C(c1ccccc1)N1CCCCC1 (centres undefined)	-0.1	0	1.6	·	24	·	0	-2	-3	·
CCCCSc1nc(SCC(=O)NCc2ccco2)c2c3c(sc2n1)COC(C)(CC)C3 (centres undefined)	13	-30	1.1	1.4	·	-1.9	30	1	-11	7
Cc1cc(Cl)c(O)c(-n2nc3ccccc3n2)c1	-1.1	·	0.8	0.4	65	1.5	·	1	-3	·
NC(=O)[C@H]1CC2(CC(c3cccc(NC(=O)[C@H]4CCC(=O)N4)c3)=NO2)CN1C(=O)CC(c1ccccc1)c1ccccc1 (some centres undefined)	·	·	3.1	0.4	·	-0.3	·	·	1	·
O=C(O/N=C(\c1ccccc1)c1ccccn1)c1ccc(Cl)c(Cl)c1	0.2	-2	3.4	0.8	-6	-2.7	2	2	-2	-1
COc1ccc(S(=O)(=O)N2CCCCCC2)cc1C(=O)N(C)CC(=O)Nc1ccc(F)cc1	-2.3	-1	6.5	5.8	-3	-1.4	1	-8	-1	-1
Cc1c(C(=O)N(C)CCCCN2CCOCC2)oc2c(F)cccc12	-1.0	2	2.0	-3.1	11	-3.0	-2	5	1	4
CCOc1cc(S(=O)(=O)N2CCC(C(N)=O)CC2)ccc1F	-4.4	38	2.3	0.3	9	1.7	-38	-8	·	·
CCN(CC)c1ccc(C2C(C(=O)OC(C)C)C(=O)CC(C)(O)C2C(=O)OC(C)C)cc1 (centres undefined)	-2.2	3	-0.2	-2.2	-6	-0.6	-3	10	·	0
COc1ccc(/C=C/C(=O)NCC2COc3ccccc3O2)cc1OC (centres undefined)	-2.5	-14	3.5	6.5	1	0.8	14	-10	-2	-1
O=c1nc(Nc2cccc(Cl)c2)oc2cc(Cl)oc(=O)c12	-0.7	-15	0.6	-1.9	-3	-2.4	15	-7	-2	2
COc1cccc(N2CCN(C(=O)CN(c3cc(C)cc(C)c3)S(=O)(=O)c3c(C)noc3C)CC2)c1	-0.9	-3	1.4	0.3	-7	-0.2	3	13	-3	-1
CCOc1ccc(S(=O)(=O)/N=C(/Nc2ccc(C(C)=O)cc2)c2ccccc2)cc1	-3.0	-19	1.6	-0.9	7	-0.6	19	4	-1	0
O=C(Cc1ccc(Br)cc1)N1CCN(c2ccccn2)CC1	-0.5	6	3.9	3.5	23	-3.8	-6	-1	9	-3
NC1(C#Cc2ccc3oc(=O)c(-n4cc(-c5ccsc5)nn4)cc3c2)CCCCC1	-0.1	-17	1.6	2.2	-52	0.3	17	-3	-1	0
CCCCC1CC(CSc2ncn[nH]2)OC1=O (centres undefined)	-3.9	8	3.1	1.8	·	-2.5	-8	-6	1	-2
O=C(C=Cc1ccco1)c1ccco1	-0.5	0	3.3	·	16	·	0	-10	1	-4
COc1cccc(C2=CC(=O)C[C@H](c3ccc(OC)c(OC)c3)C2)c1	-2.3	-4	4.5	-1.6	3	-0.5	4	6	-2	-4
COc1ccc(CNC(=O)CSc2nnc(-c3ccc(NC(C)=O)cc3)n2C)cc1	-2.4	8	0.1	0.0	6	1.2	-8	-3	·	·
CCOC(=O)N1CCN(c2cc(N)c([N+](=O)[O-])cc2F)CC1	-0.2	-12	3.1	0.9	-5	2.7	12	3	-2	1
CCOC(=O)C1CCN(C(=O)COC(=O)C2CCN(S(=O)(=O)c3ccc4c(c3)OCCO4)CC2)CC1	-0.4	6	0.5	-0.8	15	-0.3	-6	-2	2	3
CN(C(=O)c1nn(C)c2c1CS(=O)(=O)c1ccccc1-2)c1cccc(Cl)c1	-0.4	10	3.3	3.9	3	1.4	-10	-4	-2	-1
COCc1ccc(C(=O)N2CCCC(Nc3ccc(C(C)C)cc3)C2)o1 (centres undefined)	-1.6	16	0.7	3.7	3	-0.6	-16	6	1	1
CCOC(=O)[C@H]1[C@H]2COc3ccc(OC)cc3[C@@H]2N2C(=O)c3cc(OC)c(OC)cc3NC(=O)[C@@]12C	-0.8	5	1.6	2.7	2	-1.9	-5	-4	4	-1
Cc1cccn2c(=O)c3cc(C(=O)N4CCN(C(=O)c5ccco5)CC4)n(C)c3nc12	0.0	-9	-1.2	1.1	-8	-1.8	9	-10	-3	-3
CN(CCOc1ccccc1)C(=O)c1ccc(F)c(S(=O)(=O)N2CCOCC2)c1	-2.4	12	1.3	0.6	6	2.0	-12	8	-1	0
CC(C)(C)OC(=O)N1Cc2ccccc2C[C@H]1C(=O)NC1CCCC1	-1.4	14	2.5	·	1	·	-14	5	-1	-5
CC(C)NC(=O)Nc1cccc2c1O[C@H](CN(C)S(=O)(=O)c1ccc(F)cc1)[C@@H](C)CN([C@H](C)CO)C2=O	0.5	5	2.5	2.5	-3	2.3	-5	6	-3	-1
O=C1C=C(c2ccc(C(=O)O)c(Cl)c2)C[C@@H](c2ccc3c(c2)OCO3)C1	-0.3	-5	2.3	2.6	7	2.7	5	-11	1	-3
O=S(=O)(O)CCN1CCOCC1	-0.4	10	2.1	2.1	·	-1.9	-10	-3	-1	-8
CCOc1ccccc1Oc1coc2cc(O)ccc2c1=O	0.8	3	2.0	4.0	2	0.9	-3	7	·	·
COC(=O)Cn1c(CN2CCN(c3ccccc3F)CC2)nc2c1c(=O)n(C)c(=O)n2C	0.7	-13	2.3	·	·	·	13	19	-3	-1
CN(N=Nc1ccc([N+](=O)[O-])cc1)c1ccccc1	-0.6	13	4.0	0.7	70	0.3	-13	-9	15	-4
CN(CC(=O)Nc1ccc(F)cc1)C(=O)COC(=O)Cc1c(F)cccc1Cl	-3.5	-32	3.8	2.5	3	1.8	32	-3	-3	-4

# 2 successive compounds out of the list so far:
canonical_smiles	CAL PDZ FP-1	SR-BI uptake up	phage Ecoli inh	AddAB inh	MITF TRPM1 HTS	E coli growth	SR-BI DiI inh	Tat transport	Wnt act	CAL PDZ FP-2
CC(C)(C)OC(=O)N1Cc2ccccc2C[C@H]1C(=O)NC1CCCC1	-1.4	14	2.5	·	1	·	-14	5	-1	-5
CC(C)NC(=O)Nc1cccc2c1O[C@H](CN(C)S(=O)(=O)c1ccc(F)cc1)[C@@H](C)CN([C@H](C)CO)C2=O	0.5	5	2.5	2.5	-3	2.3	-5	6	-3	-1

# Other results
canonical_smiles	CAL PDZ FP-1	SR-BI uptake up	phage Ecoli inh	AddAB inh	MITF TRPM1 HTS	E coli growth	SR-BI DiI inh	Tat transport	Wnt act	CAL PDZ FP-2
CC(NC(=O)C(Cc1ccccc1)=NO)c1ccccc1 (centres undefined)	-1.0	-5	5.6	·	9	·	5	-3	-3	-4
O=C(Nc1cccc(-c2ccc3nncn3n2)c1)c1ccco1	-2.9	-18	-2.4	0.5	0	-0.4	18	14	4	2
O=C(NCCc1ccc(F)cc1)C(=O)Nc1cc2c3c(c1)CC(=O)N3CCC2	-1.6	-25	2.4	1.4	2	-2.4	25	-6	-11	-3
CCOC(=O)c1c(C)[nH]c(C)c1C(=O)CSc1nc2ccccc2c(=O)n1-c1ccc(C)cc1	-1.5	2	0.8	1.9	-10	-0.6	-2	-5	·	0
O=C(COc1ccc([N+](=O)[O-])cc1)N(Cc1ccccc1)Cc1ccccc1	-0.1	-7	2.6	2.5	2	0.4	7	2	-3	-1
CCOc1ccc(C(NC(=O)CC)c2c(O)ccc3ccccc23)cc1 (centres undefined)	-0.4	-13	2.5	-1.8	-5	-2.8	13	-4	-1	-2
COC(=O)C1(C)NC(c2ccc(Cl)cc2)C2C(=O)N(c3ccccc3)C(=O)C21 (centres undefined)	-1.6	3	-0.2	0.3	5	2.2	-3	9	0	-1
C/C=C/c1ccc(OCCCCNCc2ccco2)c(OC)c1	-4.4	11	-0.1	0.6	7	-1.3	-11	2	0	6
O=C(/C(=C(\[O-])c1ccccc1)[n+]1ccc2ccccc2c1)c1ccc(Cl)cc1	1.7	-12	2.0	0.6	-10	-3.5	12	-6	·	-2
CN(CC(=O)Nc1ccc(F)cc1)C(=O)C1CCN(C(=O)Nc2ccccc2)CC1	0.3	0	0.9	1.9	3	1.1	0	3	2	-2
CCOC(=O)c1cc[n+](CC(=O)c2ccc(F)cc2)cc1	0.3	14	3.7	2.3	-1	2.5	-14	-10	·	0
CC(C)NC(=O)c1onc(CSc2ccc(F)c(F)c2)c1C(=O)O	1.0	19	3.4	2.1	14	-0.3	-19	0	-2	1
Cc1cccc(C)c1NC(=S)N(Cc1cccnc1)Cc1ccccc1Cl	-1.1	25	0.6	4.3	-11	0.8	-25	1	-2	-6
C=CCOC(=O)C1=C(C)Nc2[nH]c(=O)[nH]c(=O)c2C1c1ccccc1 (centres undefined)	-2.3	22	1.7	0.8	1	0.3	-22	1	3	-5
Cc1ccc(/C=N/Nc2nnc(Cl)c3ccccc23)cc1	-4.4	-62	2.2	-0.1	10	0.3	62	2	-6	-5
CN(C(=O)COc1ncnc2sccc12)c1ccccc1	-1.9	32	-2.7	0.6	11	-1.4	-32	-7	2	-1
COC(=O)c1nc2n(n1)C(c1cc(OC)ccc1OC)C(C(=O)OC1CCCCC1)=C(C)N2 (centres undefined)	0.0	-12	1.3	3.1	·	-0.2	12	23	-7	-3
CCCCN(CC)C(=O)c1ccc2c(c1)OCO2	-1.9	34	1.4	0.9	11	-2.3	-34	-2	-2	-3
O/N=C1\CCC\C1=C/c1ccco1	-2.5	6	-3.7	0.1	12	0.6	-6	-3	·	1
O=C(Nc1ccc(C(=O)O)cc1)/C(=C\c1ccco1)NC(=O)c1ccco1	-4.0	10	4.3	1.7	-1	-2.2	-10	5	18	0
